PAX8 inh HTS: inhibitors of PAX8 transcriptional activity in RMG-I cells; actives 1.2% (n = 360,000); inhibition, % at 12.6 µM; AID 652154; RMG-I TPO-luciferase reporter, SteadyGlo, 24 h;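 active = mean replicate inhibition at least 60% with every replicate also reaching 60%; inconclusive = only one of the two criteria is met; inactive = mean below 60% and not all replicates reaching 60%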;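 also: luciferase light reporting Pax8 driven TPO promoter activity; plate controls were median of neutral control wells for no effect and mitoxantrone controls for full effect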
ARNT-TACC3 inh: ARNT/TACC3 interaction disruption. AlphaScreen His-ARNT PAS-B/GST-TACC3 binding, luminescence; TACC3 fragment carries E629A point mutation. inhibition, % at 9.99 µM. actives 0.66% (n = 390,000). AID 623870;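 active = mean inhibition of replicates at least 50% and at least half of replicates each reaching 50%; inconclusive = half or more replicates reach 50% but mean below 50%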;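 also: 0% = complete ARNT plus TACC3 wells and 100% = ARNT alone without TACC3; many hits fall short of the cut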
GSIS activator: primary screen for activators of insulin secretion dependent on glucose, INS-1E cells, GLuc reporter luminescence; INS-1E GLuc reporter insulin secretion, 2-3 h; activation, % at 16.6 µM; actives 0.61% (n = 370,000); AID 743287;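 active = lowest replicate activation of at least 40%, so every replicate reaches that level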;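 also: 0% = median of neutral control wells and 100% = median of IBMX positive control wells; some compounds called inactive have numbers as strong as hits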
DENV2 CPE rescue: protects cells from dengue virus 2 cytopathic effect | DENV2-infected cells, cytopathic effect rescue, plate reader | actives 1.7% (n = 350,000) | AID 651640 | CPE inhibition, % at 9.99 µM; in the data active = CPE inhibition above about 20%, passing the limit was not always enough; inconclusive = no clear call, values can overlap the other calls; tested in BHK-21 cells;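 also: 0% = median of neutral control wells and 100% = median of positive control wells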
CFTR F508del cor: CFTR F508del correction in bronchial cells. CFBE cells, YFP halide quenching; stimulated with forskolin plus potentiator P3; % fluorescence drop versus neutral controls. activity (quench increase), % at 7.58 µM. actives 0.36% (n = 350,000). AID 720511;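 active = mean added fluorescence quench of at least 8% versus neutral control, with both replicates also reaching 8%; inconclusive = only one of the mean or replicate conditions met; inactive = mean below 8% and not both replicates reaching 8%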;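 also: cells transiently co-express mutant CFTR-F508del with the halide-sensitive YFP; corrector assay measuring rescue of mutant channel to the surface after 24 h compound exposure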
EWS-Fli inh: inhibitors of EWS/Fli oncoprotein transcriptional activity; A673 NR0B1-luciferase reporter, viability-normalised; inhibition, % at 12.6 µM; actives 0.67% (n = 350,000);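 active = mean inhibition of at least 50% after viability correction, with every replicate also passing that limit; inconclusive = mean reaches 50% but only one of two replicates passes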;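 also: firefly luciferase signal divided by Alamar Blue viability fluorescence both relative to DMSO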
XiGFP reactiv: reactivates the inactive X chromosome in mouse fibroblasts; activation, % at 7.58 µM; XiGFP mouse fibroblasts, % GFP-positive cells imaging, 3 d; cells co-treated with 5-aza-dC sensitizer; scaled so ellipticine positive control = 100%; actives 0.055% (n = 360,000);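 active = mean normalized replicate activation at least 10% and every replicate at or above 10%; inconclusive = only one of the two criteria met; inactive = mean below 10% and not all replicates reach 10%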;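 also: 0% = median of on-plate neutral control wells and 100% = ellipticine 6 µM median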
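Assay system – SV40-immortalized XiGFP fibroblast cells, line 68-5-11 · Buffer or medium – DMEM supplemented with 5-aza-dC as sensitizing agent · Dosing – one concentration, pinned · Benchmarks – positive control ellipticine, 6 µM final · Times – 3 days compound exposure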
ERp5 inh: ERp5 (human) disulfide isomerase inhibition | Q15084 | inhibition, % at 9.99 µM | actives 0.05% (n = 350,000) | ERp5 insulin aggregation, absorbance 650 nm, 90 min | AID 651711;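 active = mean replicate inhibition above about 25%, with every replicate also reaching it, limit read from the data, passing the limit was not always enough; inconclusive = only one of those two criteria met; inactive = neither criterion met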
Target sequence (Q15084 whole entry, looked up): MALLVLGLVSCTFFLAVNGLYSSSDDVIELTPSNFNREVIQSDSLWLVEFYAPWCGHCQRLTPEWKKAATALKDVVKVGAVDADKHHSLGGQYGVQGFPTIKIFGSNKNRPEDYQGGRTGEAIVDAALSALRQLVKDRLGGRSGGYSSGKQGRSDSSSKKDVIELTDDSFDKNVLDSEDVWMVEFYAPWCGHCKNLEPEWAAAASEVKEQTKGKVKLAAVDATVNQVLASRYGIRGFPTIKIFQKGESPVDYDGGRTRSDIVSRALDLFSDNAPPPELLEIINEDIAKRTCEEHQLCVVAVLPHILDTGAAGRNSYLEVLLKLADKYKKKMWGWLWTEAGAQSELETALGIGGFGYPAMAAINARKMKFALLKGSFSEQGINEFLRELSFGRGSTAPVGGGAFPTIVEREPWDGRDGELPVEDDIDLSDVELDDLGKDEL
The depositor's hits bear a star.

Results for COc1ccc(C(=O)NC2CCN(C(=S)Nc3ccccc3)CC2)cc1 ?
PAX8 inh HTS: 13; ARNT-TACC3 inh: -9; GSIS activator: -17; DENV2 CPE rescue: 8; CFTR F508del cor: 2.9; EWS-Fli inh: 4; XiGFP reactiv: 0.0; ERp5 inh: 1

Results for OC[C@@H]1[C@@H](c2ccc(C#Cc3ccccc3)cc2)[C@@H]2CN(Cc3cncnc3)CCCCN12 ?
PAX8 inh HTS: 15; ARNT-TACC3 inh: 11; GSIS activator: -11; DENV2 CPE rescue: -11; CFTR F508del cor: -1.1; EWS-Fli inh: -12; XiGFP reactiv: 0.0; ERp5 inh: -1

Results for CC(C)C(C)NC(=O)CN1C(=O)NC2(CCCc3ccccc32)C1=O (stereo not drawn) ?
PAX8 inh HTS: 12; ARNT-TACC3 inh: -5; GSIS activator: -1; DENV2 CPE rescue: -6; CFTR F508del cor: -0.5; EWS-Fli inh: 0; XiGFP reactiv: 0.0; ERp5 inh: -2

How did Nc1ncnc2c1ncn2[C@@H]1O[C@H](CNCc2ccccc2OCC(=O)N2CCCCC2)[C@@H](O)[C@H]1O do in these assays?
PAX8 inh HTS: 10; ARNT-TACC3 inh: -3; GSIS activator: 4; DENV2 CPE rescue: -7; CFTR F508del cor: 2.6; EWS-Fli inh: -12; XiGFP reactiv: 0.3; ERp5 inh: -10

What do the screens show for `C[C@H]1CN([C@@H](C)CO)C(=O)c2cc(C#CCN(C)C)cnc2O[C@@H]1CN(C)S(C)(=O)=O`?
ARNT-TACC3 inh: -8; GSIS activator: 8; DENV2 CPE rescue: 4; CFTR F508del cor: -3.0; EWS-Fli inh: -16; XiGFP reactiv: 0.0; ERp5 inh: 0

What do the screens show for `CC1CCCN(C(=O)CNC(=O)c2ccco2)C1` (stereo not drawn)?
PAX8 inh HTS: -42; GSIS activator: 8; DENV2 CPE rescue: 4; CFTR F508del cor: -2.7; EWS-Fli inh: -18; XiGFP reactiv: 0.2; ERp5 inh: 2

How did Cn1cccc1C(=O)NCc1ccccn1 do in these assays?
PAX8 inh HTS: -14; ARNT-TACC3 inh: 0; GSIS activator: 13; DENV2 CPE rescue: 3; CFTR F508del cor: 1.7; EWS-Fli inh: -9; XiGFP reactiv: 0.0; ERp5 inh: 2

How did C[C@@H]1CN([C@H](C)CO)C(=O)c2cc(NC(=O)Nc3ccc(C(F)(F)F)cc3)ccc2O[C@@H](C)CCCCO[C@H]1CN(C)S(=O)(=O)c1cn(C)cn1 do in these assays?
PAX8 inh HTS: 12; ARNT-TACC3 inh: -7; GSIS activator: -5; DENV2 CPE rescue: inconclusive; CFTR F508del cor: -3.2; EWS-Fli inh: 11; XiGFP reactiv: 0.2

Results for COc1cc(NC2c3ccccc3C(=O)N2Cc2ccccc2)cc(OC)c1OC (stereo not drawn) ?
PAX8 inh HTS: -11; ARNT-TACC3 inh: -3; GSIS activator: 27; DENV2 CPE rescue: -5; CFTR F508del cor: 2.2; EWS-Fli inh: 5; XiGFP reactiv: -0.1; ERp5 inh: -3

What do the screens show for `Cn1c(=O)c2c(-c3ccccc3)n(-c3cc([N+](=O)[O-])ccc3O)cc2n(C)c1=O`?
PAX8 inh HTS: -31; GSIS activator: -5; DENV2 CPE rescue: 16; CFTR F508del cor: -3.3; EWS-Fli inh: -5; XiGFP reactiv: 0.0; ERp5 inh: 4

What do the screens show for `O=C(O)C1=C(Nc2ccccc2)OCC1=O`?
PAX8 inh HTS: -9; ARNT-TACC3 inh: -6; GSIS activator: -5; DENV2 CPE rescue: -4; CFTR F508del cor: -3.5; EWS-Fli inh: 3; XiGFP reactiv: 0.1; ERp5 inh: 1

What do the screens show for `O=C(CSc1ccc2nnc(-c3ccc(F)cc3)n2n1)N1CCOCC1`?
PAX8 inh HTS: 14; ARNT-TACC3 inh: -5; GSIS activator: 8; DENV2 CPE rescue: -1; CFTR F508del cor: -0.6; EWS-Fli inh: 6; XiGFP reactiv: -0.1; ERp5 inh: -2

Results for COc1ccc2c(c1)N(C)/C(=C1/SC(=S)N(NC(C)=O)C1=O)S2 ?
PAX8 inh HTS: -14; ARNT-TACC3 inh: -3; DENV2 CPE rescue: -2; EWS-Fli inh: -28; XiGFP reactiv: 0.0; ERp5 inh: 2

What do the screens show for `COc1ccc(NS(=O)(=O)c2cccc(C(=O)NNC(=O)CNC(=O)c3ccccc3Cl)c2)cc1`?
PAX8 inh HTS: 1; ARNT-TACC3 inh: 1; GSIS activator: -11; DENV2 CPE rescue: -2; CFTR F508del cor: 2.2; EWS-Fli inh: 1; XiGFP reactiv: 0.0; ERp5 inh: -10

What do the screens show for `Cc1cccc(-c2nc3ccccc3c(=O)n2NC(=S)N(C)C)c1`?
PAX8 inh HTS: -8; ARNT-TACC3 inh: -7; DENV2 CPE rescue: 1; EWS-Fli inh: -5; XiGFP reactiv: 0.0; ERp5 inh: 1

Results for CN(C)CCCn1c(=O)n(Cc2ccccc2)c(=O)c2c3c(sc21)CCCCC3 ?
PAX8 inh HTS: 10; ARNT-TACC3 inh: 18; GSIS activator: -37; DENV2 CPE rescue: 1; CFTR F508del cor: 0.6; EWS-Fli inh: 10; XiGFP reactiv: -0.1; ERp5 inh: 1

How did Cc1noc(C)c1C(=O)Nc1c(F)cc(F)cc1Br do in these assays?
ARNT-TACC3 inh: 16; GSIS activator: -4; DENV2 CPE rescue: 0; CFTR F508del cor: 0.5; EWS-Fli inh: 9; ERp5 inh: 3

What do the screens show for `CCOc1ccc(S(=O)(=O)Nc2nc3ccccc3nc2-n2ccc(=NC(=O)c3ccccc3C)cc2)cc1`?
PAX8 inh HTS: -10; ARNT-TACC3 inh: 1; GSIS activator: -8; DENV2 CPE rescue: -2; CFTR F508del cor: 0.3; EWS-Fli inh: 3; XiGFP reactiv: 0.1; ERp5 inh: 7

What do the screens show for `C=CCOC(=O)C1=C[C@@H](c2ccc(Br)cc2)C[C@@H](OCCCCO)O1`?
PAX8 inh HTS: -5; ARNT-TACC3 inh: 2; GSIS activator: 6; DENV2 CPE rescue: -10; CFTR F508del cor: 2.3; EWS-Fli inh: -8; XiGFP reactiv: -0.1; ERp5 inh: 4

What do the screens show for `C[C@@H]1CCCCO[C@H](CN(C)S(=O)(=O)c2ccccc2)[C@@H](C)CN([C@@H](C)CO)C(=O)c2cc(NC(=O)Nc3ccccc3)ccc2O1`?
PAX8 inh HTS: 17; ARNT-TACC3 inh: -3; GSIS activator: -2; DENV2 CPE rescue: -1; CFTR F508del cor: -3.3; EWS-Fli inh: 13; XiGFP reactiv: -0.1; ERp5 inh: 1

What do the screens show for `CCCCc1c(-c2ccccc2OC)ncn1Cc1c(F)cccc1F`?
PAX8 inh HTS: -11; GSIS activator: -10; DENV2 CPE rescue: -11; CFTR F508del cor: 0.5; EWS-Fli inh: 5; XiGFP reactiv: 0.0; ERp5 inh: -5

What do the screens show for `C[C@H]1CN([C@@H](C)CO)S(=O)(=O)c2ccc(-c3ccccc3)cc2O[C@H]1CN(C)C(=O)CN(C)C`?
PAX8 inh HTS: -2; ARNT-TACC3 inh: 3; GSIS activator: -2; DENV2 CPE rescue: 12; CFTR F508del cor: 0.5; EWS-Fli inh: -11; XiGFP reactiv: 0.2; ERp5 inh: 6

What do the screens show for `COc1ccccc1-n1nnnc1SCC(=O)N(C)C1CCS(=O)(=O)C1` (stereo not drawn)?
PAX8 inh HTS: 7; ARNT-TACC3 inh: -6; GSIS activator: -17; DENV2 CPE rescue: 2; CFTR F508del cor: -4.2; EWS-Fli inh: -6; XiGFP reactiv: 0.0; ERp5 inh: 6

Results for O=C(C[C@@H]1C=C[C@@H](NC(=O)Nc2ccc(F)cc2)[C@H](CO)O1)NCc1cccc(F)c1 ?
ARNT-TACC3 inh: -3; GSIS activator: 2; DENV2 CPE rescue: 8; CFTR F508del cor: 2.7; EWS-Fli inh: 1; XiGFP reactiv: -0.4

Results for COc1ccccc1C(=O)Nc1ccnn1C1CCN(CCCc2ccccc2)CC1 ?
PAX8 inh HTS: 4; ARNT-TACC3 inh: 6; GSIS activator: 2; DENV2 CPE rescue: 2; CFTR F508del cor: -1.5; EWS-Fli inh: 2; XiGFP reactiv: -0.1; ERp5 inh: 6

How did CN(C)CCCNC(=O)C(=O)NCC1CCCO1 (stereo not drawn) do in these assays?
PAX8 inh HTS: -5; ARNT-TACC3 inh: -3; GSIS activator: 20; DENV2 CPE rescue: 0; CFTR F508del cor: 0.6; EWS-Fli inh: -5; XiGFP reactiv: 0.0; ERp5 inh: -13

Results for C[C@@H]1CN([C@H](C)CO)S(=O)(=O)c2ccc(/C=C/c3ccccc3)cc2O[C@@H]1CN(C)Cc1ccc(C(=O)O)cc1 ?
ARNT-TACC3 inh: 0; GSIS activator: 2; DENV2 CPE rescue: inconclusive; CFTR F508del cor: -0.8; EWS-Fli inh: -3; XiGFP reactiv: 0.5; ERp5 inh: -6

What do the screens show for `N#Cc1cccc(OC(=O)C2CCN(C(=O)c3ccc(F)cc3)CC2)c1`?
PAX8 inh HTS: 1; GSIS activator: 18; DENV2 CPE rescue: 4; CFTR F508del cor: -2.1; EWS-Fli inh: -2; XiGFP reactiv: 0.0; ERp5 inh: 4

How did Cc1nc(-c2ccc([N+](=O)[O-])cc2)nc2[nH]ccc(=O)c12 do in these assays?
PAX8 inh HTS: -146; ARNT-TACC3 inh: -16; GSIS activator: 7; DENV2 CPE rescue: -4; CFTR F508del cor: -0.8; EWS-Fli inh: -78; XiGFP reactiv: -0.1; ERp5 inh: -6

What do the screens show for `O=C(Nc1cccc(O)c1)c1cccc(C(=O)Nc2cccc(O)c2)c1`?
PAX8 inh HTS: -10; ARNT-TACC3 inh: 12; GSIS activator: -6; DENV2 CPE rescue: -3; CFTR F508del cor: 5.0; EWS-Fli inh: -33; XiGFP reactiv: 0.2; ERp5 inh: 2

What do the screens show for `COc1ccc(NC(=O)COC(=O)c2cc(C)oc2C)c([N+](=O)[O-])c1`?
PAX8 inh HTS: -10; ARNT-TACC3 inh: 3; GSIS activator: 14; DENV2 CPE rescue: -4; CFTR F508del cor: 1.9; EWS-Fli inh: 4; XiGFP reactiv: 0.0; ERp5 inh: 5

What do the screens show for `COc1ccc(/C=N/N=C2\SC(CC(=O)O)C(=O)N2c2ccccc2)c(OC)c1` (stereo not drawn)?
PAX8 inh HTS: 10; ARNT-TACC3 inh: -7; GSIS activator: -4; DENV2 CPE rescue: 17; CFTR F508del cor: 0.2; EWS-Fli inh: 6; XiGFP reactiv: 0.0; ERp5 inh: 3

How did COCC(=O)Nc1ccc2c(c1)[C@@H]1C[C@@H](CC(=O)NCc3ccccc3)O[C@H](CO)[C@@H]1O2 do in these assays?
PAX8 inh HTS: -9; ARNT-TACC3 inh: -3; GSIS activator: 13; DENV2 CPE rescue: 1; CFTR F508del cor: -1.2; EWS-Fli inh: -6; XiGFP reactiv: 0.2; ERp5 inh: -8

How did Cc1noc(C)c1S(=O)(=O)Nc1cccc2c1O[C@@H](CN(C)CC1CC1)[C@@H](C)CN([C@H](C)CO)C2=O do in these assays?
ARNT-TACC3 inh: -8; GSIS activator: -2; DENV2 CPE rescue: 0; CFTR F508del cor: -0.4; EWS-Fli inh: -17; XiGFP reactiv: 0.3; ERp5 inh: 4

Source: PubChem BioAssay
